Screens (PubChem BioAssay)
ABHD5 PLIN5 PPI: ABHD5-PLIN5 protein interaction inhibition. AID 602281. Q00G26+Q8WTS1. Split G. princeps luciferase complementation, luminescence, 4 h. hit rate 0.78% among 360,000. inhibition, % at 4 µM;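 active means inhibition above the mean inhibition across every tested compound plus 3 SD, cut at about 22% in these data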;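 further: 0% = DMSO only wells and the 100% control is not disclosed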
NOD2-RIPK2 inh: inhibitors of human NOD2-RIPK2 interaction; O43353; CHO BLA complementation NOD2-RIPK2, CCF4 ratio; inhibition, % at 4.98 µM; hit rate 0.38% among 360,000; AID 624267; in the data active means inhibition above about 21%;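 further: 0% = vehicle only and 100% = reference blocker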
EBV LMP1 NFkB: inhibitors of Epstein-Barr LMP1-induced NF-kappaB reporter; LMP1-induced NF-kappaB luciferase reporter cells, luminescence; inhibition, % at 12.5 µM; hit rate 0.69% among 350,000; in the data active means inhibition above about 41%;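 further: 0% = neutral control wells and 100% = reference inhibitor control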
COUP-TFII inh: blocks human COUP-TFII nuclear receptor; P24468; HEK293T NGFI-A luciferase reporter, luminescence; inhibition, % at 8.6 µM; hit rate 0.7% among 370,000; AID 686940;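 active means inhibition above a per-plate cutoff, mean inhibition of test wells between control levels plus 3 SD, cut at about 38% in these data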;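 further: cells cotransfected with COUP-TFII expression vector driving the NGFI-A reporter; 0% = median of COUP-TF2 test wells and 100% = reporter-only cells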
MC4R antag cAMP: antagonists of human melanocortin 4 receptor (MC4R). P32245. MC4R-expressing cells, MTII-stimulated cAMP, LANCE TR-FRET. inhibition, % at 6.5 µM. hit rate 0.48% among 360,000;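 active means inhibition above its plate's cutoff, the mean of tested wells on that plate plus 3 SD, cut at about 29% in these data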;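 further: 0% = Melanotan II alone and 100% = Melanotan II plus saturating MCL0020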
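material = U2OS cells stably expressing human melanocortin 4 receptor (MC4R) | also added = Melanotan II challenge | dosing = single nominal compound dose of 6.5 µM | detection = TR-FRET with Eu-cAMP and labeled anti-cAMP, 671 nm | replication = singlicate | timing = compound 30 min, challenge 1 h, detection 1 h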
MC4R ag barr: human MC4R agonism via beta-arrestin. P32245. U2OS MC4R beta-arrestin complementation, luminescence; percent of melanotan II response, DMSO zero. AID 540308. hit rate 0.98% among 360,000. activation, % at 8.9 µM;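 active means activation above a per-plate cutoff, the mean activation of sample wells on that plate plus 3 SD, cut at about 8% in these data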
NCOA3 inh: human NCOA3 inhibition; AID 588352; HEK293 GAL4-SRC3 luciferase reporter, luminescence; Q9Y6Q9; inhibition, % at 3.6 µM; hit rate 0.17% among 360,000;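 active means inhibition above a per-campaign cutoff, the mean of all compounds plus 3 SD, cut at about 60% in these data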;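 further: 0% = DMSO-treated cells and 100% = gossypol-treated cells at 36 µM; higher means less SRC3-driven luciferase light from the GAL4 reporter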
Target sequence (Q9Y6Q9 whole entry, looked up, the tested form may be a part): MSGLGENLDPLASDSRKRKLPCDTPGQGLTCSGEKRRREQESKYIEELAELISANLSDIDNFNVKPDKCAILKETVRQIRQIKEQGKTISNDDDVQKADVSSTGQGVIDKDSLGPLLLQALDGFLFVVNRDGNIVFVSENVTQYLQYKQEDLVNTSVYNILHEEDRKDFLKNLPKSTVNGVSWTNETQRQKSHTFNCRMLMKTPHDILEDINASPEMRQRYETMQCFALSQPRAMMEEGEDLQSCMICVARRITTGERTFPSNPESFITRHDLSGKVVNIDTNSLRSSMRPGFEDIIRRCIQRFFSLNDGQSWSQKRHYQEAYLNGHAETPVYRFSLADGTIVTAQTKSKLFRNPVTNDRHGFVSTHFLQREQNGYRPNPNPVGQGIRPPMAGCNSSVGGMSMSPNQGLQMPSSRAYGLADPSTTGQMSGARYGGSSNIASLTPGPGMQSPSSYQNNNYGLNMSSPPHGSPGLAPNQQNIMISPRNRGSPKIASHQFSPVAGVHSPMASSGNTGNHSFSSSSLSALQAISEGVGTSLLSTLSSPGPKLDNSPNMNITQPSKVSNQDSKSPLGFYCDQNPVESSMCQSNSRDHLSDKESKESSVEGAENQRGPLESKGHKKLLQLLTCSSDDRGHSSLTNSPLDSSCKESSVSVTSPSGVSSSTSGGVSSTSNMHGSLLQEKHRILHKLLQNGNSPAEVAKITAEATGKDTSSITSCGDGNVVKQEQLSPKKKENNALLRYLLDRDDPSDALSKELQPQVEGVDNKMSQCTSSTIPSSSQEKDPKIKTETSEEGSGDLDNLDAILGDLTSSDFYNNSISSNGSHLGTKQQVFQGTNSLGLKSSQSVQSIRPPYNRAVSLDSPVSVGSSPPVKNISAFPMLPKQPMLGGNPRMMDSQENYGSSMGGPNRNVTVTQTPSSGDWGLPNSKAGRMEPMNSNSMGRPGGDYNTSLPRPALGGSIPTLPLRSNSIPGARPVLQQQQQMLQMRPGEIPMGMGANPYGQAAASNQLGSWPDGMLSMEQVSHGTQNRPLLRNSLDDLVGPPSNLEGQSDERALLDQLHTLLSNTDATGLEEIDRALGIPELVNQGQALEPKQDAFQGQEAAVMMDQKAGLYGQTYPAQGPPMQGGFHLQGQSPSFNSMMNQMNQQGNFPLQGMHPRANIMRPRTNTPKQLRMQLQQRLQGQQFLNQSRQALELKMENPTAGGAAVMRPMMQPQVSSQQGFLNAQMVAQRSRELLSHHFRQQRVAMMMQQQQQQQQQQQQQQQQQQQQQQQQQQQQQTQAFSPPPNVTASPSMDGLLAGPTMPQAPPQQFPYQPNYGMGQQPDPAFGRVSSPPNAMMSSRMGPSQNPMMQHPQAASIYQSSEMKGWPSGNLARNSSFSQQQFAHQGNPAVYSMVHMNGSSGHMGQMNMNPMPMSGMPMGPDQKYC
SRC2 inh: human SRC2 (NCOA2) inhibition. Q15596. HEK293 GAL4-SRC2 luciferase reporter, luminescence. inhibition, % at 9 µM. hit rate 0.17% among 370,000. AID 651957;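 active means inhibition above the mean inhibition of all tested compounds plus 3 SD, set per campaign, cut at about 52% in these data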;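 further: 0% = DMSO treated cells and 100% = cells given Gossypol at 36 µM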
LRH-1 inv ag: inverse agonists of human LRH-1 (NR5A2); HEK293T StAR-luciferase reporter, LRH-1 transfected, 24 h; inhibition, % at 3.6 µM; hit rate 0.13% among 360,000; AID 602396;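 active means inhibition above the mean inhibition of all tested compounds plus 3 SD, cut at about 73% in these data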;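 further: 0% = DMSO wells and 100% = reporter-only cells lacking LRH-1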
SRC1 inh: human NCOA1 inhibition | inhibition, % at 3.6 µM | Q15788 | HEK293 GAL4-SRC1 luciferase reporter, luminescence | hit rate 0.12% among 360,000;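 active means inhibition above the campaign mean plus 3 SD, with each screening campaign given its own cutoff, cut at about 60% in these data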;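 further: 0% = DMSO treated cells and 100% = gossypol at 36 µM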
TLR9-MyD88 inh: inhibitors of human TLR9-MyD88 binding. CHO BLA complementation TLR9-MyD88, CCF4 FRET ratio. inhibition, % at 4.98 µM. hit rate 0.21% among 340,000;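 active means inhibition above the mean over all tested compounds plus 3 SD, cut at about 21% in these data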;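 further: 0% = DMSO only wells and 100% = clavulanate BLA inhibitor control wells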
* marks the source's active call; other numbers are inactive results; · = not tested or not shown.

no.	SMILES	ABHD5 PLIN5 PPI	NOD2-RIPK2 inh	EBV LMP1 NFkB	COUP-TFII inh	MC4R antag cAMP	MC4R ag barr	NCOA3 inh	SRC2 inh	LRH-1 inv ag	SRC1 inh	TLR9-MyD88 inh
1	Cc1cc(C)nc(NC(=O)NS(=O)(=O)N2CCCCCC2)n1	-3	2	-3	5	11	-2.4	12	17	7	-5	4
2	Cc1ccc2cc(C)c(SCC(=O)Nc3cc(C)on3)nc2c1	0	-5	2	3	18	20*	1	4	-19	8	-8
3	CC(C)NC[C@@H](O)COc1ccc(CC(N)=O)cc1	1	0	3	1	2	-1.1	-3	-8	-16	-17	-4
4	c1ccc(C2(Cn3ccc4ccccc43)OCCO2)cc1	-15	4	-4	-10	3	0.4	20	-42	6	-5	2
5	COc1ccc(O)c(/C=N/N2CCOCC2)c1	2	-6	3	-5	13	-0.5	-21	-15	-17	-26	-5
6	O=[N+]([O-])c1ccc(S(=O)(=O)N/N=C/c2ccsc2)cc1	-12	5	-4	-5	7	-3.2	0	-31	-27	-29	-4
7	O=C(Nc1ccccc1)N1CCN(c2ccccn2)CC1	1	0	2	-1	-5	-0.6	4	-5	-1	-21	1
8	O=c1[nH]c(C2CCN(S(=O)(=O)c3ccc4c(c3)OCCO4)CC2)nc2c1nnn2Cc1ccccc1	1	3	-8	-9	-5	0.3	-3	2	-6	3	-9
9	Cc1cccc(NC(=O)c2ccc(NCCO)c([N+](=O)[O-])c2)n1	-6	2	-9	-25	-10	-2.3	-48	-21	-61	-32	-12
10	CNC[C@H]1OCc2ccccc2-c2ccccc2C(=O)N([C@H](C)CO)C[C@H]1C	-14	0	3	12	-2	1.2	-6	-17	-7	-1	8
11	COc1ccc(CCNS(=O)(=O)c2cn(C)c(=O)n(C)c2=O)cc1	-5	-6	-4	11	4	-2.0	15	5	-5	2	0
12	Cc1ccc(CN2CCN(c3ncccn3)CC2)o1	2	-3	9	-6	-3	1.7	0	-4	0	4	-9
13	O=C(NCCN1CCOCC1)C(=O)NCC1OCCN1S(=O)(=O)c1ccc(F)cc1 (stereo unspecified)	11	-2	12	-9	5	-0.9	15	14	-8	4	-1
14	COc1ccc(C(=O)N2CCC2(C)C(=O)NC(C)C)cc1 (stereo unspecified)	4	8	·	0	-1	1.2	-8	-31	-15	-31	·
15	COc1ccc(OCC(=O)Nc2c(Cl)ccc3nsnc23)cc1	-1	5	2	20	13	-4.3	-5	-18	12	1	-4
16	CCOc1ccc(NC(=O)CN(C)C(=O)c2ccc(OCc3ccccc3)c(OC)c2)cc1OCC	0	5	0	-11	-1	1.7	3	-18	9	-14	5
17	COc1ccc(/C=C(/NC(=O)c2ccco2)C(=O)N2CCOCC2)cc1	-8	-4	1	8	24	-2.4	8	-18	-10	-6	-12
18	CC(=O)N1CCc2[nH]c3ccc(C)cc3c2C1	-10	2	5	10	6	1.7	-16	-7	4	-48	-1
19	COc1ccc(C(=O)N/N=C/c2c(CO)cnc(C)c2O)cc1	-5	6	5	5	-8	-0.8	4	8	20	4	11
20	O=C(Cc1ccc(S(=O)(=O)N2CCOCC2)s1)Nc1ccccc1Br	-5	-10	-4	-8	17	-0.2	7	-6	3	-6	4
21	Cc1cc(=O)oc2cc(OCC(O)CN3CCc4ccccc4C3)ccc12 (stereo unspecified)	0	4	7	-7	-4	3.0	-7	-4	8	-19	-2
22	COc1ccc(Cn2nnnc2C(c2cccs2)N2CCCCCC2)cc1 (stereo unspecified)	-9	3	-8	3	1	2.8	9	-8	4	-1	1
23	O=C(NCc1ccc2c(c1)OCO2)c1ccc(CS(=O)(=O)c2cccc(C(F)(F)F)c2)o1	-4	2	-8	4	6	-0.6	17	-9	2	0	-7
24	Cn1cccc1/C=C1\SC(=S)N(NC(=O)c2ccc(F)cc2)C1=O	8	-3	-7	5	-2	-0.5	15	22	8	-6	-7
25	Cn1cc(/C=N/NC(=O)c2cccc([N+](=O)[O-])c2)c2ccccc21	1	-25	4	-18	3	3.4	17	5	13	-1	-6
26	COc1cc(C(=O)Nc2ccccc2C(=O)Nc2ccccn2)cc(OC)c1OC	4	-8	2	-1	-12	0.9	14	-23	42	3	-4
27	CC(=O)Nc1ccccc1NC(=O)C/C(C)=N/NC(=O)C(=O)Nc1cccc(Cl)c1C	2	-2	7	0	6	-0.6	7	5	-4	-7	-23
28	O=C(N/N=C/c1cc([N+](=O)[O-])ccc1Cl)c1cc(-c2ccccc2)nc2ccccc12	-3	-12	12	-3	11	0.1	-2	-2	7	2	-7
29	O=C(CSc1nncn1-c1cccnc1)Nc1ccccc1C(F)(F)F	0	-11	-3	4	4	-0.9	-1	-38	-1	8	-1
30	CCOC(=O)c1cnn(CCOC(=O)C2CC2)c1NC(=O)C1CC1	-2	-7	2	-8	13	-1.3	16	5	11	-4	1
31	CCN(CC)CCN(C(=O)c1ccc(N2C(=O)CCC2=O)cc1)c1nc2cc3c(cc2s1)OCCO3	0	1	-23	-7	3	-0.8	8	-34	-14	-4	1
32	CCCCCCN1C[C@H](n2cc(COC(=O)c3ccccc3)nn2)[C@@H](O)C[C@@H]1c1ccc(OC)cc1	-13	-5	-1	-2	-2	-0.2	8	-6	0	8	0
33	O=C(CSc1nc2ccccc2c(=O)n1-c1ccccc1F)NC1CCS(=O)(=O)C1 (stereo unspecified)	3	8	5	-4	-3	-0.1	2	21	10	-5	-5
34	O=C(O)c1cc(-c2ccc(/C=N/Nc3ccc([N+](=O)[O-])cn3)o2)ccc1Cl	3	6	-2	7	-17	-3.1	4	-8	-4	-8	-1
35	S=c1[nH]nc(C2CCCCC2)n1/N=C/c1c(Cl)cccc1Cl	0	8	2	-9	3	-1.7	-17	-4	-5	-10	-2
36	O=C(N/N=C/c1cccc(OC(=O)c2ccco2)c1)c1ccc(F)cc1	-2	-1	-4	-31	2	-3.8	-41	-71	-70	-56	0
37	Cc1nc(Nc2ccc(Cl)cc2)c(C#N)c(=O)[nH]1	4	-8	-3	-21	-11	0.8	-7	-11	5	-12	-6
38	CCOC(=O)[C@]12CCCC=C1N(Cc1cccc3ccccc13)C(=O)[C@H](CC(=O)NCc1cccc3ccccc13)C2	3	-2	·	2	·	·	·	4	-26	·	·
39	CCOC(=O)[C@H]1[C@H]2COc3ccccc3[C@@H]2N2C(=O)[C@@H](CO)NC(=O)[C@@]12C	3	0	-5	11	-2	1.8	14	32	16	-1	3
40	COC(=O)c1ccccc1NC(=O)N1CCCC1	-3	0	-10	-13	-4	-2.0	7	9	18	-7	2
41	CN(CCO)c1ccc(-c2nn(C)c(=O)c3ccccc23)cc1[N+](=O)[O-]	3	9	-2	1	1	0.3	10	-5	22	10	-2
42	CC1CCCCN1Cc1nc2c(c(=O)n(C)c(=O)n2C)n1Cc1c(F)cccc1Cl (stereo unspecified)	5	5	-13	·	9	-1.8	20	·	1	18	-1
43	C[C@H](CO)N1C[C@H](C)[C@@H](CN(C)Cc2ccncc2)Oc2c(NS(=O)(=O)c3ccc(Cl)cc3)cccc2C1=O	-4	-8	-4	0	6	-2.3	18	-11	16	-7	7
44	CCNC(=O)NC(=O)C(C)OC(=O)c1oc2ccc(OCC)cc2c1C (stereo unspecified)	2	-8	1	2	12	0.6	-15	-2	-34	2	1
45	CCOP(=O)(OCC)c1nc(-c2ccccc2)oc1NCc1ccccc1	3	5	-9	1	8	-2.5	-5	-5	7	-2	7
46	CCOc1ccc(N(CC(=O)NC(C(C)C)C(C)C)S(=O)(=O)c2ccc(OC)c(OC)c2)cc1	-4	1	6	9	11	0.0	-17	-42	6	-6	10
47	CCS(=O)(=O)c1ccc(O)c(NC(=O)COc2ccc(C)cc2)c1	-2	-1	0	-20	9	-1.0	5	-6	-4	6	2
48	COc1ccc(C2Nc3ccccc3C(=O)N2NS(=O)(=O)c2ccccc2)c(OC)c1 (stereo unspecified)	6	-4	-3	3	4	1.2	13	-1	17	-2	-6
49	O=S(=O)(NCCCc1ccccc1)c1ccc(Br)cc1	-5	-3	2	22	7	2.7	18	-4	7	-23	-5
50	CCOc1ccc(NC(=O)CN(C)C(=O)CSCc2ccc(C)cc2)cc1OCC	5	-18	-1	26	2	0.1	12	8	21	-6	-1
51	COc1ccc(-c2nnc(-c3ccc(N)cc3)o2)cc1	4	-2	-7	-28	9	-0.8	-55	-19	-86	-103	2
52	COC(=O)c1cc(C)nc(Sc2ccccc2NC(C)=O)n1	0	-14	·	-4	9	1.2	13	-8	11	2	·
53	Cc1ccccc1N1C(=O)C2ON(c3ccccc3)C(c3cccnc3)C2C1=O (stereo unspecified)	0	3	-4	16	8	-1.0	12	-22	-7	-32	-1
54	Cc1ccc(C)c(N2CCN(C(=O)Cn3cccc3)CC2)c1	-2	-3	8	8	-5	-1.5	4	-14	-19	9	-8
55	Cc1sc(NC(=O)Cc2ccc3c(c2)OCO3)nc1-c1ccc2c(c1)CCN2C(=O)c1ccccc1F	-3	-2	8	1	-1	1.5	31	2	6	24	-1
56	C[C@@H]1OC(C2CCCCC2)N(C)[C@H]2C[C@H]3c4[nH]c5ccccc5c4CCN3C[C@@H]12 (stereo partly specified)	-7	7	·	10	·	·	0	10	0	2	·
57	O=S(=O)(Nc1cccc2ccccc12)c1cccs1	2	-6	-7	6	0	-2.6	5	-21	-2	7	-6
58	CCOC(=O)C(NC(=O)NCc1cccc(C(F)(F)F)c1)(OCC)C(F)(F)F (stereo unspecified)	-4	-20	-3	6	0	1.0	23	-10	6	5	-4
59	CSc1cccc(NC(=O)CN(c2ccccc2)S(=O)(=O)N(C)C)c1	-4	8	0	8	8	0.5	-3	-34	-9	-4	1
60	CSc1cccc(NC(=O)CN(C2CCCCC2)S(C)(=O)=O)c1	5	-5	-1	-9	7	-0.9	19	4	4	21	3

Next compounds
no.	SMILES	ABHD5 PLIN5 PPI	NOD2-RIPK2 inh	EBV LMP1 NFkB	COUP-TFII inh	MC4R antag cAMP	MC4R ag barr	NCOA3 inh	SRC2 inh	LRH-1 inv ag	SRC1 inh	TLR9-MyD88 inh
61	CCOCc1nnc(NC(=O)c2c(-c3ccccc3)noc2C)s1	1	2	10	-10	6	-2.6	-4	-8	-27	16	-8
62	COc1ccc(-n2nc3c(c2NC(=O)c2cc4ccccc4o2)CS(=O)(=O)C3)cc1	3	8	8	3	0	-1.7	10	7	-5	-27	-3
63	CC(C)CC(N)c1csc(NC(=O)C(c2ccccc2)c2ccccc2)n1 (stereo unspecified)	-3	-1	·	0	-1	13*	-1	12	-18	13	·
64	CCOc1ccccc1N1CCN(C(=O)NCc2ccc(C)cc2)CC1	9	1	-4	-6	16	-1.5	-19	27	16	0	5
65	CCCCCCCCCCC(C(=O)O)C1(C(=O)O)CCC(=O)O1 (stereo unspecified)	3	-11	·	-3	-1	0.1	14	-33	31	-3	·

Some of the compounds tested (hit frequency here may not be typical).
